# Screening results from PubChem BioAssay.
# PGK inhibitor = inhibitors of T. brucei phosphoglycerate kinase | P07378 | PGK/GAPDH coupled, Kinase-Glo luminescence, 60 min | Potency, µM (titrated, usually from 57.5 µM), for the others: at the highest dose activity change, negative = inhibition, most hits filed as inhibitors | 380,000 tested, 0.043% active; note: potency is the fitted concentration of half-maximal effect; % is set by controls: 0 for no effect and ±100 for the full control effect; nearly all actives have a fitted effect of over 60% in size
#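 Recombinant glycosomal PGK reaction used 1,3-bisphosphoglycerate generated in-well by GAPDH (100nM final) in 100mM TEA pH 7.6, 5mM MgCl2, 0.01% Tween-20. After 60 minutes at room temperature, ATP was read by Kinase-Glo Plus luminescence end-point.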
# BAZ2B inh = inhibitors of human BAZ2B bromodomain; Q9UIF8; AlphaScreen BAZ2B-H3K14Ac peptide displacement; Potency, µM (titrated, usually from 114 µM), for the others: at the highest dose activity change, negative = inhibition, usual class: inhibitors; 360,000 tested, 4.4% active; AID 504333; note: potency is the fitted concentration of half-maximal effect; % is set by controls: 0 for no effect and ±100 for the full control effect; nearly all actives have a fitted effect of over 60% in size
#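 Complex of BAZ2B and biotin-H3K14Ac (50 nM apiece) forms over 30 min at RT, then faces library compounds up to 110 uM for another 30 min; AlphaScreen beads added, 20 min dark incubation, luminescence read.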
# G9a block = inhibitors of human histone lysine methyltransferase G9a; G9a H3K9 monomethylation, AlphaScreen, 2 h; Potency, µM (titrated, usually from 102 µM), for the others: top-dose activity, negative = inhibition, most hits filed as inhibitors; 350,000 tested, 8.8% active; AID 504332; note: potency is the fitted concentration of half-maximal effect; % is set by controls: 0 for no effect and ±100 for the full control effect; nearly all actives have a fitted effect of over 75% in size
#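 Chemiluminescent proximity detection of H3K9 monomethylation, read after 10 min bead incubation in the dark. Reaction: 20 nM G9a, 500 nM biotin-H3K9 peptide, 20 uM SAM cofactor, 2 h, room temperature, following 15 min enzyme-compound preincubation.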
# HP1b chromo inh = HP1-beta chromodomain-methylated histone interaction inhibition. P83916. AlphaScreen HP1-beta / biotin-H3K9me3 peptide binding. Potency, µM (doses to about 114 µM), for the others: at the highest dose activity change, negative = inhibition, hits mostly inhibitors. 390,000 tested, 0.56% active. AID 540317; note: potency is the fitted concentration of half-maximal effect; nearly all actives have a fitted effect of over 70% in size; inactives centre near 23
# Target sequence (P83916 whole entry, looked up): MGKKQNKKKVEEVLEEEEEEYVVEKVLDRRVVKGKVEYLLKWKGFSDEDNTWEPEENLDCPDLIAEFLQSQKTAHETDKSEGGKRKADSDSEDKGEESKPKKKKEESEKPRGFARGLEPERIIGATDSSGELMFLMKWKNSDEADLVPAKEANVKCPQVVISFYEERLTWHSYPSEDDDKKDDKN
#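 AlphaScreen: HP1-beta (50 nM) preformed 30 min with biotin-H3(1-18)K9me3 peptide (50 nM) in PBS pH 7.4, 0.01% Tween-20. Compound added for 30 min at RT, then streptavidin donor/nickel chelate acceptor beads (10 ug/mL) for 30 min.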
# Pol eta inh = DNA polymerase eta (human) inhibition. recombinant Pol eta, fluorescent DNA replication assay. Potency, µM (series often up to 114 µM), for the others: top-dose activity change, negative = inhibition, most hits filed as inhibitors. 390,000 tested, 1.2% active. AID 588591; note: potency is the fitted concentration of half-maximal effect; % is set by controls: 0 for no effect and ±100 for the full control effect
#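 Pol eta (10 nM) was preincubated with compounds for 15 min at room temperature, after which fluorescent replication substrate (50 nM final) was added to start the reaction. Fluorescence was read kinetically at 0 and 10 min.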
# PI4K2A inh = blocks human PI4K2A kinase activity | activity change, negative = inhibition, % at 76.9 µM | 420,000 tested, 0.13% active | purified PI4K2A, ADP-Glo luminescence, 1 h; stronger effect = lower value | AID 1346378; in the data active = activity change below about -50%; inconclusive = mostly about -30% to -49%;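 note: -100% = wells without enzyme as full effect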
#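 In this quantitative HTS, ADP production by PI4K2A was quantified luminescently after 1 h at ambient temperature; 100 microM adenosine served as plate-quality control.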
# GLS inh = blocks human kidney-isoform glutaminase activity. O94925. GLS enzymatic activity, qHTS titration. Potency, µM (top dose mostly 45.5 µM), inactives show top-dose activity change, negative = inhibition, hits mostly inhibitors. 410,000 tested, 0.21% active; note: potency is the fitted concentration of half-maximal effect; % is set by controls: 0 for no effect and ±100 for the full control effect
# Target sequence (O94925 whole entry, looked up, canonical isoform): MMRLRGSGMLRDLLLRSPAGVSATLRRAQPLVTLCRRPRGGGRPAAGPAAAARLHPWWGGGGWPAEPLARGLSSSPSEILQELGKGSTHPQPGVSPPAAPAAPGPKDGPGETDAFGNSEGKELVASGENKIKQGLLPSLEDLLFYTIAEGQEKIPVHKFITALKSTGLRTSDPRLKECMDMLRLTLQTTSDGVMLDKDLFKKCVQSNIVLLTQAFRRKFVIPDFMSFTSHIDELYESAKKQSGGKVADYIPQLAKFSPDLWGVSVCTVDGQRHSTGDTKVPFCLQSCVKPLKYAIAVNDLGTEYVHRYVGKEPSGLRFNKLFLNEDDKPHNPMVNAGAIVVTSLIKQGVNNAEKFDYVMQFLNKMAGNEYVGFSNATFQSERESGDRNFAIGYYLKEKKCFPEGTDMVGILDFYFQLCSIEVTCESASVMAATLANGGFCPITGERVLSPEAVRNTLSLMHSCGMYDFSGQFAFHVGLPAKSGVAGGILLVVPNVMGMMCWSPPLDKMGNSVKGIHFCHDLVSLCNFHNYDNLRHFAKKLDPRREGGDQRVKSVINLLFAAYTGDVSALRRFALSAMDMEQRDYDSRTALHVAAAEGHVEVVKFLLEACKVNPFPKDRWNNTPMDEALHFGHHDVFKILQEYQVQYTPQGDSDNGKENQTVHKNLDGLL
#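 Coupled fluorescence readout: glutamate oxidase/HRP/Amplex Red detect glutamate formed by hKGA from L-glutamine (1 mM solution added). Buffer 45 mM KH2PO4 pH 8.2, 0.02% Tween-20; reads at t0 and 30 min RT.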
# Pin1 inhibitor = inhibitors of human Pin1. Q13526. Pin1 FP peptide displacement, HiFluor488, 10 min. Potency, µM (titrated, usually from 115 µM), inactives show at the highest dose activity, negative = inhibition, usual class: inhibitors. 390,000 tested, 0.009% active; active = well fitted inhibition curve with a large enough effect in the polarisation, with a control signal flat, not every such curve was filed as active; inconclusive = small, poorly fitted or top-dose-only effect, or effect the other way, or a change in a side signal; inactive = no such curve, though single readings can be large or run the other way; the % refers to the polarisation; note: potency is the fitted concentration of half-maximal effect; % is set by controls: 0 for no effect and ±100 for the full control effect
# Target sequence (Q13526 whole entry, looked up): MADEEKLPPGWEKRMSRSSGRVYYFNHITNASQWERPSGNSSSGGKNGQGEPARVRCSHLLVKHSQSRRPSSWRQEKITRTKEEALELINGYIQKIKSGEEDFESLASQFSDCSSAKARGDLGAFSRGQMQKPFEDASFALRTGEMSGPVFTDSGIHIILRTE
# JMJD2A Tudor inh = JMJD2A Tudor domain (human) inhibition | AlphaScreen JMJD2A-Tudor / H3K4me3 peptide binding | Potency, µM (highest dose often 114 µM), without a hit: top-dose activity change, negative = inhibition, most hits filed as inhibitors | AID 504339 | O75164 | 390,000 tested, 4.4% active; note: potency is the fitted concentration of half-maximal effect; % is set by controls: 0 for no effect and ±100 for the full control effect; nearly all actives have a fitted effect of over 50% in size
# * = called active by the depositor; i = inactive; ? = inconclusive; . = not tested or not shown; & = joins results of further samples; [ ] = another dose, or the depositor's remark. Unless noted, calls come from the whole dose curve; as a rule, active = well fitted curve in the direction sought with a large enough effect; inconclusive = small, poorly fitted or top-dose-only effect, or another doubt; inactive = no such curve, though single readings can be large; an effect the other way counts as inactive or inconclusive.
PGK inhibitor	BAZ2B inh	G9a block	HP1b chromo inh	Pol eta inh	PI4K2A inh	GLS inh	Pin1 inhibitor	JMJD2A Tudor inh	SMILES
-5%	0%	0%	36%	-10%	0	-5%	-5%	-6%	COc1ccc(S(=O)(=O)Nc2ccccc2Cl)cc1NC(C)=O
-7%	-6%	-34%	45%[activator]	-14%	-3	-10%	-7%	-3%	Cc1ccn2c(=O)c(NC(=O)c3ccc(Br)o3)c(C)nc2c1
-1%	0%	.	36%	-5%	2	-7%	11%	-12%	COc1ccc(-c2[nH]ncc2CN2CCN(C3CCCCC3)C(=O)C2)cc1F
i	.	.	29%	-13%	-3	18%	3%	-30%	Cc1cc(=O)[nH]c(NN=Cc2c(Cl)cccc2Cl)n1
1%	.	.	.	?	-2	2%	.	.	COc1cccc(-c2cc3nc(C)c(C)c(N4CCN(C(=O)c5ccoc5)CC4)n3n2)c1
-9%	-2%	-10%	39%	-6%	5	-1%	0%	-3%	COc1cccc(/C=N/n2nnnc2N)c1
9%	.	.	29%	-13%	-5	-7%	5%	-1%	COc1ccc2c(C)cc(=O)oc2c1
1%	-28%	-7%	35%	-11%	-4	12%	2%	-3%	CCOC(=O)c1[nH]c2ccccc2c1NC(=O)c1ccc(S(=O)(=O)N2CCOCC2)cc1
i	1%	-3%[59 µM]	35%	-4%	-7	-13%	-2%	-14%	Cn1ncc2c(NCc3ccc(Cl)cc3)ncnc21
-17%	?	40µM*	6%	-14%	-26	8%	-13%	-35%	CCN1CCN(C2=C(NS(=O)(=O)c3ccc(C)cc3)C(=O)c3ccccc3C2=O)CC1
-2%	-2%	1%	15%	-20%	0	-1%	3%	1%	Cc1ccc(Cc2cc(C)n[nH]c2=O)cc1
-3%	.	-17%[59 µM]	13%	-15%	0&0	1%	.	-29%	CN1CCCC1CCOC(C)(c1ccccc1)c1ccc(Cl)cc1 (stereo not drawn)
7%	-3%	?	26%[57 µM]	-20%	-4	-16%	-7%	-30%	Cc1ccc(C)c(CSc2c(C(C)C)cnc3c2c(=O)n(C)c(=O)n3C)c1
-4%	5%	15%[59 µM]	5%	-21%	-5	10%	-8%	-2%	COc1ccc(CN2CCN(C(=O)c3ccco3)CC2)cc1
19%	?	?	-36%	-16%	-2	-7%	28%	56µM*	CCOC(=O)c1c(C)[nH]c(C)c1C(=O)COC(=O)c1ccc(Cl)c(S(=O)(=O)NCc2ccccc2)c1
6%	1%	.	20%	-3%	-6	1%	-1%	-10%	CC(C)(C)C(=O)NC(=O)Nc1ccccc1C(F)(F)F
11%	10%	?	9%	-7%	2	-20%	22%	-7%	COc1cccc(CN(C)CC(=O)Nc2sc3c(c2C#N)CCC3)c1
0%	5%	-5%[59 µM]	28%	-7%	0	37%	3%	-5%	CC(C)C(=O)NNc1ccccc1
-1%	13%	8%	31%	-14%	0	-3%	-1%	-3%	CN(C(=O)Cn1cc(C(F)(F)F)cc(Cl)c1=O)C1CCS(=O)(=O)C1 (stereo not drawn)
-6%	19%	106%[activator][59 µM]	72%[activator]	-12%	5	0%	-4%	22%	COc1ccc(C(CC(=O)c2ccccc2)CC(=O)c2ccccc2)cc1
-5%	-3%	-27%[59 µM]	20%	-12%	-17	13%	-2%	-21%	O=C(NC1(C(F)(F)F)NC(=O)N(CCc2ccccc2)C1=O)c1ccc(Cl)cc1 (stereo not drawn)
-10%	-10%	?	-12%	-2%	1	2%	-3%	-28%	CCCn1c(SCC(=O)c2cc(C)n(-c3cc(C)on3)c2C)n[nH]c1=O
-11%	4%	3%[0.501 µM]	23%	-5%	5	6%	-12%	-14%	CC(C)(C)NC(=O)[C@]1(C)CCC[C@@]2(C)C3CC[C@@]4(C)C[C@]3(CCC21)CC4=O (stereo partly drawn)
-1%	3%	?	16%	-2%	-1	2%	1%	-17%	COC(=O)C(C)Sc1nc2c([nH]c3ccccc32)c(=O)n1C (stereo not drawn)
-9%	5%&8%	5%[59 µM]	29%&28%	12%&-20%	-10&-2	8%&5%	10%&-6%	-6%&5%	Cc1ccc(C2C(=O)N(C3CCC(C)CC3)CC(=O)N2C2CCCC2)cc1 (stereo not drawn)

# Single records (already shown). Values in the order: PGK inhibitor | BAZ2B inh | G9a block | HP1b chromo inh | Pol eta inh | PI4K2A inh | GLS inh | Pin1 inhibitor | JMJD2A Tudor inh
# COc1ccc(C(CC(=O)c2ccccc2)CC(=O)c2ccccc2)cc1 reads -6% | 19% | 106%[activator][59 µM] | 72%[activator] | -12% | 5 | 0% | -4% | 22%
# Cc1cc(=O)[nH]c(NN=Cc2c(Cl)cccc2Cl)n1 reads i | . | . | 29% | -13% | -3 | 18% | 3% | -30%
# COC(=O)C(C)Sc1nc2c([nH]c3ccccc32)c(=O)n1C (stereo not drawn) reads -1% | 3% | ? | 16% | -2% | -1 | 2% | 1% | -17%
# COc1ccc(CN2CCN(C(=O)c3ccco3)CC2)cc1 reads -4% | 5% | 15%[59 µM] | 5% | -21% | -5 | 10% | -8% | -2%

# Other compounds follow.
PGK inhibitor	BAZ2B inh	G9a block	HP1b chromo inh	Pol eta inh	PI4K2A inh	GLS inh	Pin1 inhibitor	JMJD2A Tudor inh	SMILES
-9%	4%	-33%	13%	-12%	-3	-6%	1%	-21%	NC(=O)C1CN(C(=O)c2nn(Cc3ccccc3)c(=O)c3ccccc23)c2ccccc2O1 (stereo not drawn)
-3%	-15%	6%	12%	-19%	11	-8%	3%	-18%	CC(Oc1cc2oc(=O)c3c(c2cc1Cl)CCC3)C(=O)NCc1ccccn1 (stereo not drawn)
i	?	-23%[59 µM]	1%	-23%	-1	4%	-5%	?	COc1ccc(NC(=O)CN2C(=O)CC(c3ccco3)Sc3ccccc32)cc1OC (stereo not drawn)
7%	-13%	-5%[59 µM]	39%[activator]	-5%	0	1%	1%	-13%	CN(C)/C=C(/C(=O)c1ccc(Cl)c(Cl)c1)S(C)(=O)=O
-3%	?	-4%[59 µM]	42%[activator]	1%	-3	-11%	8%	-16%	CCCCOc1ccc(C(=O)N2CCN(CCc3ccncc3)CC2)cc1
-21%	73%[activator]	.	153%[activator]	5%	5	-16%	3%	168%[activator]	CCOc1ccccc1Cn1c(=O)sc2ccccc21
-2%	-20%	-2%	35%	-14%	1	-7%	8%	-8%	CCN(CC(=O)Nc1c(F)cccc1F)C(=O)Cc1ccc(S(=O)(=O)N2CCOCC2)s1
-1%	-5%	34%[12.7 µM]	37%	-8%	1	-10%	0%	-11%	Cc1noc(C)c1COc1ccc(C(=O)N2CC(C)CC(C)C2)cc1 (stereo not drawn)
-4%	?	2%	43%[activator]	12%	-1	-20%	0%	?	CC1C/C(=N\NC(=O)c2cccnc2)CC(C)(C)C1 (stereo not drawn)
9%	-17%	15%[59 µM]	-11%	-2%	-25	-1%	2%	-11%	CCN1C(=O)C(CC(=O)Nc2ccc(F)cc2)N(Cc2ccc3c(c2)OCO3)C1=S (stereo not drawn)
-11%	-26%	-29%	36%	-12%	3	0%	-2%	-14%	CC(C)(C)c1ccc(-n2ncc3c2CCCC3NC(=O)CN2CCCCC2=O)cc1 (stereo not drawn)
-1%	7%	36%[12.7 µM]	22%	-12%	-3	-2%	-4%	-14%	CCOC(=O)c1ccc(NC(=O)CN2C(=O)C3C4C=CC(C4)C3C2=O)cc1 (stereo not drawn)
i	-6%	6%	25%	-6%	5	4%	-3%	-23%	COc1ccc(C(=O)NCCCOc2cccnc2)cc1OC1CCN(C(C)=O)CC1
i	9%	?	48%[activator]	-7%	-9	6%	-12%	-6%	CC1(C)Cc2c(sc3c2C2=NCCN2C=N3)CS1
-1%	6%	-9%[59 µM]	29%	-14%	-1	-7%	-1%	-2%	Cc1c(CCO)sc[n+]1CC(=O)OCCC12CC3CC(CC(C3)C1)C2
14%	-6%	20%[59 µM]	1%	-13%	-2	-8%	42%[activator]	-34%	COc1ccccc1NC(=S)N(Cc1ccco1)Cc1cc2cc(C)c(C)cc2[nH]c1=O
-9%	-10%	?	72%[activator]	-7%	-5	9%	-7%	4%	CC(=O)N1CSCC1C(=O)O (stereo not drawn)
-5%	3%	-2%	20%	-8%	0	0%	-9%	-9%	CCCCC(=O)Nc1nnc(S(=O)(=O)N(CC)c2ccc(OC)cc2)s1
i	-27%	8%[12.7 µM]	23%	-24%	0	-6%	-3%	-12%	Cc1ccc(S(=O)(=O)Oc2ccc(/C=N/NC(=O)c3cccnc3)cc2)cc1
4%	9%	-5%[2.33 µM]	11%	-11%	2	-6%	1%	1%	CCOC(=O)CSc1nnc(Cc2ccccc2)n1CC1CCCO1 (stereo not drawn)
-4%	4%	8.9µM*	33%	-8%	-2	10%	-9%	-8%	Cc1nnsc1C(=O)NNc1c(Cl)cccc1Cl
1%	0%	?	24%	-6%	-3	3%	4%	-8%	CC(Oc1ccc(Cl)cc1)C(=O)Nc1ccccc1C(=O)N1CCOCC1 (stereo not drawn)
-6%	.	.	19%	-10%	1	1%	-7%	-14%	CC(=O)Nc1ccc(NC(=O)COC(=O)Cn2cnc3ccccc32)cc1
-8%	-3%	10%	40%[activator]	1%	-2	-2%	-2%	-2%	Cc1cc(C(=O)NC(C)c2ccccc2)c2cc(F)ccc2n1 (stereo not drawn)
3%	8%	.	54%[activator]	-4%	-2	14%	1%	-8%	CN1C(=O)[C@H]2[C@@H](/C=C/c3ccccc3)N3C(=O)CN(CCO)C(=O)[C@@]3(C)[C@H]2C1=O
6%	?	?	?	-24%	?	37%[activator]	-1%	40µM*	CCOc1cc(CNc2ccc(O)cc2)cc(Br)c1OCc1ccccc1
2%	0%	-3%[59 µM]	25%	-16%	0	3%	-8%	-6%	CC(C)(C)c1ccc(/C=C/C(=O)Nc2nncs2)cc1

# These rows are one share of the data; count on the stated rates, not on these rows.
